# TCR CD3 inh = blocks the human TCR-CD3 interaction. TAMRA-labeled TCR probe fluorescence, biochemical. inhibition, % at 9.4 µM. 360,000 tested, 0.37% active; in the data active = inhibition above about 19%;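 note: recombinant mutant TCR 2C K166C tagged with TAMRA read by polarization; 0% = receptor in buffer alone and 100% = receptor with positive control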
# SIAE primary = inhibitors of human sialic acid acetylesterase SIAE; Q9HAT2; SIAE FP-Rh probe binding, fluorescence polarization; inhibition, % at 9.66 µM; 370,000 tested, 0.69% active; AID 1053197;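 active = inhibition above a cutoff: mean of compounds within the control limits plus 3 SD of those, cut at about 17% in these data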;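 note: 0% = plate median of compound wells and 100% = probe without SIAE protein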
# PRMT1 inh = blocks human protein arginine methyltransferase 1; recombinant PRMT1, activity-based probe fluorescence polarization; inhibition, % at 2.79 µM; 370,000 tested, 1.3% active;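 active = inhibition above about 21% made by adding two undisclosed values, limit read from the data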
# MBD2 inh = blocks human MBD2 binding to methylated DNA. Q9UBB5. TR-FRET, MBD2 binding to methylated oligonucleotide. inhibition, % at 4.4 µM. 370,000 tested, 0.31% active; in the data active = inhibition above about 13%
# Tn7 DDE FP = DD(E)-Tn7 binding inhibition, primary FP screen | P02675 | FP displacement of FITC-Tn7 peptide from fibrin DD(E); 0% = median of compound wells per plate | inhibition, % at 8.3 µM | 370,000 tested, 0.13% active;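 active = inhibition above the mean of compounds falling within the control limits plus 3 SD of them, cut at about 14% in these data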;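 note: 0% = plate median of compound wells and 100% = 10 µM Aha-Tn7 peptide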
#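 Assay system: human fibrin DD(E). Input: DD(E) 2 µM final. Medium: Tris buffer with calcium and detergent, pH 7.8. Compound dosing: single point at 8.3 µM. Timing: 10 min plus 3 h, room temperature. Technique: fluorescence polarization of the labelled Tn7 tracer. Read-out: percent inhibition. Replicates: singlicate testing.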
# TDP2 absorb = TDP2 (human) inhibition, absorbance primary screen. O95551. recombinant TDP2, T5PNP hydrolysis, p-nitrophenol absorbance 415 nm. inhibition, % at 12.8 µM. 370,000 tested, 0.34% active;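 active = inhibition above the mean of all tested compounds plus 3 SD, set per campaign, cut at about 25% in these data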;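 note: 0% = DMSO with enzyme and 100% = buffer with substrate but no TDP2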
#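 System – recombinant human TDP2 · Amount – 120 nM TDP2 per well · Buffer or medium – Mg2+-containing Tris-HCl buffer, pH 7.5 · Reagent – T5PNP substrate, 5 mM · Dosing – 12.8 µM single point, 1% DMSO · Incubation – 2 h at 37 °C · Measured by – epi absorbance · Read-out basis – percent inhibition · Benchmarks – high control without enzyme, low control DMSO plus TDP2 · Repeats – singlicate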
# UHRF1 MBD2 ctr = UHRF1 methyl-DNA binding inhibition | inhibition, % at 4.4 µM | 370,000 tested, 0.75% active | AID 687016 | UHRF1 binding to methylated oligo, TR-FRET | Q96T88; in the data active = inhibition above about 21%;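 note: UHRF1 SRA domain binding a hemimethylated CpG hairpin DNA probe; 0% = median of test compound wells and 100% = reference inhibitor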
# Target sequence (Q96T88 whole entry, looked up, the tested form may be a part): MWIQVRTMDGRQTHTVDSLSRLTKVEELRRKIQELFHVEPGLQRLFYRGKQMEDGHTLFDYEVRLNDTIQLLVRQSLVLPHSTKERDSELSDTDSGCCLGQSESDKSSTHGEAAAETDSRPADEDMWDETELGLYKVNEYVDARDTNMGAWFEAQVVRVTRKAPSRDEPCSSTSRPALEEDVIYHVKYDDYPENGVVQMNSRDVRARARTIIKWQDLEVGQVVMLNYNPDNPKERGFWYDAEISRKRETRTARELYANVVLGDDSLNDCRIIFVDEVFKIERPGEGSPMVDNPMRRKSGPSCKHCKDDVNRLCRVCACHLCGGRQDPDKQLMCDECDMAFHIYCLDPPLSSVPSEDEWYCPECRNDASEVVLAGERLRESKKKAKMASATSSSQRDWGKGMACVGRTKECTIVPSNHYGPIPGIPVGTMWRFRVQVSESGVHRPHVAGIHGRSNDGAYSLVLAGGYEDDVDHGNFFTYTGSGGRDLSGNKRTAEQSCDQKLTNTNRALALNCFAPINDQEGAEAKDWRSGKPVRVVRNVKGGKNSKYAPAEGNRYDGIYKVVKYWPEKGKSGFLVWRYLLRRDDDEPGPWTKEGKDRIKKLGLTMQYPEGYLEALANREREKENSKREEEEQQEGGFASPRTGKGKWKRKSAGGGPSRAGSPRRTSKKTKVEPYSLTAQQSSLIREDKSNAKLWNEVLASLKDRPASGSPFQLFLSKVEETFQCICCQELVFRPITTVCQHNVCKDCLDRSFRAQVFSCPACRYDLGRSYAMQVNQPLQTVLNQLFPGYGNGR
# LEDGF integ inh = blocks HIV-1 LEDGF/p75-dependent DNA integration. TR-FRET IN-LEDGF/p75 DNA integration, Eu/Cy5. inhibition, % at 3.7 µM. 370,000 tested, 0.64% active;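 active = inhibition above the screen-wide mean plus 3 SD, cut at about 13% in these data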;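 note: signal is the Cy5 over europium emission ratio at 671 and 618 nm; 0% = plate median of compound wells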
# Tn6 DDE FP = inhibitors of Tn6 peptide binding to human fibrin DD(E) | inhibition, % at 8.3 µM | Fibrin DD(E) TRITC-Tn6 fluorescence polarization displacement | 370,000 tested, 0.21% active | P02675;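 active = inhibition above a per-campaign cutoff: mean of compounds within control limits plus 3 SD, cut at about 15% in these data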;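 note: 0% = median of all compound wells on the plate and 100% = blocking peptide control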
# KLK7 zymogen act = activates the human kallikrein-7 zymogen; P49862; purified proKLK7, EDANS-DABCYL substrate fluorescence; 100% is mature enzyme control, 0% vehicle; activation, % at 7 µM; 370,000 tested, 0.9% active; AID 652039;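 active = activation above the mean of all tested compounds plus 3 SD, computed per campaign excluding outliers beyond control limits, cut at about 13% in these data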
# Target sequence (P49862 whole entry, looked up): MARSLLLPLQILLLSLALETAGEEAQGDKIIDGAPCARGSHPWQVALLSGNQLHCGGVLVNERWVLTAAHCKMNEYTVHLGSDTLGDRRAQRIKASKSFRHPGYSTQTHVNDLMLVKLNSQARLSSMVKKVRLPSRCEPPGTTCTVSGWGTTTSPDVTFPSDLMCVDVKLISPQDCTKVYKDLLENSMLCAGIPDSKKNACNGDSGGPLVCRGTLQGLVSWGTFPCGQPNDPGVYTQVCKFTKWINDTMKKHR
# Active calls of the source: *; x = no result given.
SMILES,TCR CD3 inh,SIAE primary,PRMT1 inh,MBD2 inh,Tn7 DDE FP,TDP2 absorb,UHRF1 MBD2 ctr,LEDGF integ inh,Tn6 DDE FP,KLK7 zymogen act
CC1=CC(C)(C)N2C(=O)C3(C(C#N)=C(N)OC4=C3C(=O)CC(C)(C)C4)c3c(C)c(C)cc1c32 (configuration not stated),3,3,3,-5,10,-3,1,-4,-5,0.0
CCOC(=O)Cc1nn(Cc2nc(-c3ccc(C)cc3)cs2)c(=O)c2ccccc12,-1,-7,2,2,0,-15,3,-5,-5,0.3
CN(C)c1ccc([N+](=O)[O-])cc1C(=O)NCC(c1ccco1)N(C)C (configuration not stated),-2,0,3,-1,6,4,-2,-4,-2,-0.1
COCCCN=CC1=C(O)CC(C)(C)CC1=O,2,5,3,1,6,2,1,0,5,-0.2
Cc1ccc(S(=O)(=O)NCC2CCN(C(=O)C(=O)c3cc4ccccc4o3)CC2)cc1,-5,-6,-3,-2,3,-1,0,3,0,-0.1
CN(C)CCCN1c2ccccc2Sc2ccc3ccccc3c21,-1,11,5,-2,-2,-1,1,-8,2,-2.4
COc1cc2c(cc1OC)C(C)N(C(=O)C1=NN(c3cccc(C)c3)C(=O)CC1)CC2 (configuration not stated),-6,14,2,10,6,10,22*,0,6,0.0
CN(C)/C=C/C(=O)c1cc(N2CCOCC2)ccc1[N+](=O)[O-],3,5,12,-4,-4,-24,8,-1,-11,1.0
Cc1ccc(O)c(NC(=S)NC(=O)c2ccccc2Cl)c1,9,-8,-2,0,2,4,1,-3,0,1.1
N#Cc1ccc(-c2cccnc2)nc1SCC(=O)c1ccccc1,-4,-16,12,-3,-2,-12,-2,8,-2,-0.3
O=C(COC(=O)Cc1ccc(Cl)c(Cl)c1)NCCc1ccccc1,1,-2,-2,4,3,2,-2,3,0,0.9
COc1ccccc1-n1c(-c2cc(-c3ccc(F)cc3)n[nH]2)n[nH]c1=S,2,8,8,2,-3,-3,-2,-2,3,-0.2
CCN(C(=O)c1cc(S(=O)(=O)N2CCOCC2)cn1C)c1cccc(C)c1,2,1,3,-5,-1,-6,2,8,7,0.1
CCCCc1nc2sc3c(SCCN(C)C)ncnc3c2c2c1CCC2,-5,-3,-2,2,-5,-2,3,-5,-1,0.7
Cc1cccc(NC(=O)c2nc[nH]c2C(=O)N[C@H](C)c2ccccc2)c1,-7,-26,0,-1,1,-8,-2,5,-11,-0.1
CCOC(=O)C1=C(N)OC2=C(C(=O)CCC2)C1c1ccco1 (configuration not stated),-6,5,2,2,-1,13,1,3,1,0.0
Cc1cc2c(C)nc3ccccc3c2o1,5,8,-2,-3,-10,-11,-6,4,1,0.2
CN1C(=O)N(c2ccccc2)C(Nc2nncs2)C1(C)C (configuration not stated),10,2,-1,-2,6,-5,0,1,1,-0.2
Nc1nc(N)c2cc(Sc3ccc4ccccc4c3)ccc2n1,-7,29*,1,2,5,-10,2,-3,1,-1.1
CC1CCN(C(=O)C2(NC(=O)Nc3cccc(F)c3)CCCCC2)CC1,-1,0,2,6,7,-2,6,4,4,0.0
CCn1cc(C2C(C(=O)Nc3cc(C)ccn3)=C(C)NC3=C2C(=O)CC(C)(C)C3)c(C)n1 (configuration not stated),-2,2,2,13,4,1,26*,-2,4,20*
CCOC(=O)c1[nH]c2ccc(OC)cc2c1NC(=O)C(C)N1CCSCC1 (configuration not stated),-2,1,2,2,4,-2,0,-2,5,11
COC(=O)C1CC(=O)c2ccsc2C1 (configuration not stated),-3,-3,-1,1,1,4,-2,-2,4,-0.3
O=C(Nc1ccc(Br)cc1Cl)c1ccc2c(=O)n3c(nc2c1)CCC3,-7,-12,-8,-4,-3,-4,2,9,1,0.5
Cn1nc(C(C)(C)C)cc1C(=O)N1CCCCC1c1cc(C(=O)Nc2ccccc2Cl)no1 (configuration not stated),-5,-2,8,0,-9,-10,3,-2,-13,0.8
# Other records
SMILES,TCR CD3 inh,SIAE primary,PRMT1 inh,MBD2 inh,Tn7 DDE FP,TDP2 absorb,UHRF1 MBD2 ctr,LEDGF integ inh,Tn6 DDE FP,KLK7 zymogen act
CC1CN(C(=O)COC(=O)c2cnc(Cl)c(Cl)c2)CC(C)O1 (configuration not stated),-2,2,0,1,-4,4,0,1,1,-0.1
COc1ccc(OC)c(NC(=O)CSc2ccc3nnc(-c4cccnc4)n3n2)c1,0,8,6,5,-4,1,-2,-2,-7,-0.2
Cc1c(NS(=O)(=O)c2cccc(C(=O)NCc3ccco3)c2)c(=O)n(-c2ccccc2)n1C,4,8,5,1,-2,1,3,4,-7,-0.3
O=C1N(c2ccccc2)C2CS(=O)(=O)CC2N1c1ccc(Cl)c(Cl)c1 (configuration not stated),4,9,-1,3,0,-2,2,2,2,-0.3
CCCCN1C(=O)C(CC(=O)NCCN2CCOCC2)CC(C(=O)N(CC)CC)=C1C (configuration not stated),8,2,-4,-2,0,8,0,-2,4,-1.1
CCOc1ccc(Cl)cc1CSc1n[nH]c(C)n1,2,4,1,0,5,1,2,-2,3,0.2
CC(=O)NC1(C(F)(F)F)N=C2SCCN2C1=O (configuration not stated),-5,0,9,2,0,-8,4,-2,2,0.0
Cc1cc(NC(=O)c2ccc(NS(=O)(=O)c3ccccc3F)cc2)no1,x,3,3,2,0,-4,0,-3,2,0.0
CC(C)(C)OC(=O)C[C@@H]1C/C=C\C[C@H](CC(=O)N[C@H](CO)Cc2ccccc2)C(=O)N[C@@H](Cc2ccccc2)COC1=O,-2,6,-1,3,-1,-4,0,0,8,0.6
CC1(C)Cc2c(C#N)c(SCC(=O)c3ccccc3)nc(N3CCOCC3)c2CO1,-3,-3,5,-7,0,-14,2,13,-1,0.2
CCC1Oc2ccccc2N(CC(=O)Nc2ccccc2OC)C1=O (configuration not stated),5,-2,-3,-4,-9,-2,-1,-1,-3,-0.3
CC(=O)c1ccc(OCCCC(=O)Nc2cccc(S(=O)(=O)N3CCOCC3)c2)cc1,-1,8,2,2,1,-4,0,-2,6,0.2
COC(=O)c1nc2nc(C)cc(C(F)(F)F)n2n1,3,-5,1,-7,2,9,1,-1,3,0.2
O=C(CCCNC(=O)/C(=C/c1ccc(Br)cc1)NC(=O)c1ccccc1)OCc1ccccc1,5,0,-2,1,-6,-4,0,-1,-4,0.1
CCN(CC)CCN(Cc1cc2cc3c(cc2[nH]c1=O)OCO3)C(=S)NCCCOC,9,6,-2,1,8,-3,-1,-5,1,4.9
CC(=O)N1CCc2c(sc(NC(=O)C3COc4ccccc4O3)c2C(N)=O)C1 (configuration not stated),7,7,2,0,1,17,-2,-1,2,0.3
CCN(C(=O)c1ccc(NC(C)=O)cc1)c1ccccc1C,-7,-1,3,4,3,-13,4,2,-6,-0.6
Cc1cccc(C)c1NC(=O)Cn1c(=O)c2cccn2c2ccccc21,-3,-8,2,3,-3,9,0,-1,-4,-0.4
COCC(=O)N(C)C1(c2nnnn2CCOC(=O)Nc2ccc(Cl)cc2)CCCCC1,3,5,0,3,0,2,-4,0,5,-0.1
C#CCN1C(=O)S/C(=C/c2cc(C)n(CC)c2C)C1=O,4,-45,-2,-1,3,-4,-6,1,0,0.6
Cc1ccccc1-c1nnn(Cc2ccc(F)cc2Cl)n1,-12,1,2,-4,0,-16,5,6,-4,-2.1
COc1cc(C(=O)NCc2nnc(SCC(=O)NCCc3ccccc3)o2)cc(OC)c1OC,0,1,2,3,2,-14,-1,-3,2,-0.2
COc1ccc(C)c2sc(N(CCCN(C)C)C(=O)c3ccc(S(=O)(=O)N4CCc5ccccc5C4)cc3)nc12,-3,2,-3,0,-2,-13,-2,-2,-1,-2.4
CSCc1ccc(C(=O)NC(C)c2ccc(-n3ccnc3)cc2)cc1 (configuration not stated),-3,-1,1,6,4,-6,1,-3,5,0.0
Cc1cc(N2CCN(S(C)(=O)=O)C[C@@H]2C)ccc1N1CCN(Cc2ccccc2)[C@@H](C)C1,4,0,-9,-4,1,0,-2,3,-2,1.4

# Retrieved by compound from the list above:
SMILES,TCR CD3 inh,SIAE primary,PRMT1 inh,MBD2 inh,Tn7 DDE FP,TDP2 absorb,UHRF1 MBD2 ctr,LEDGF integ inh,Tn6 DDE FP,KLK7 zymogen act
CC(=O)N1CCc2c(sc(NC(=O)C3COc4ccccc4O3)c2C(N)=O)C1 (configuration not stated),7,7,2,0,1,17,-2,-1,2,0.3
C#CCN1C(=O)S/C(=C/c2cc(C)n(CC)c2C)C1=O,4,-45,-2,-1,3,-4,-6,1,0,0.6
COC(=O)c1nc2nc(C)cc(C(F)(F)F)n2n1,3,-5,1,-7,2,9,1,-1,3,0.2
COc1cc(C(=O)NCc2nnc(SCC(=O)NCCc3ccccc3)o2)cc(OC)c1OC,0,1,2,3,2,-14,-1,-3,2,-0.2

# Next section
SMILES,TCR CD3 inh,SIAE primary,PRMT1 inh,MBD2 inh,Tn7 DDE FP,TDP2 absorb,UHRF1 MBD2 ctr,LEDGF integ inh,Tn6 DDE FP,KLK7 zymogen act
COc1ccc(CN2C(=O)C(C)Nc3ncnc(N4CCc5ccccc5C4)c32)cc1 (configuration not stated),7,-6,0,-6,2,5,-3,0,0,-0.5
CN(CCNC(=O)Cn1c(=O)sc2ccccc21)Cc1ccccc1,-2,-3,4,4,0,-9,0,4,-4,0.1
O=C(C[C@H]1C[C@@H]2c3cc(NC(=O)C4CCC4)ccc3O[C@@H]2[C@H](CO)O1)NC1CCCCC1,2,3,0,0,6,-4,-1,-2,4,-0.5
NC(=Nc1ccccc1)Nc1ccccc1,3,8,-4,-3,-5,3,1,2,3,-0.1
O=C(OCCN1CCN(C2CN(Cc3cn(Cc4ccccc4Cl)nn3)S(=O)(=O)C2)CC1)c1cccs1 (configuration not stated),x,-5,0,-4,-5,4,3,-1,-4,0.6
Cc1ccc(S(=O)(=O)/N=C(/Nc2c(C)n(C)n(-c3ccccc3)c2=O)c2ccc(Cl)cc2)cc1,6,1,-4,4,1,-12,0,0,8,-0.4
CC(C)(C)CC(C)(C)n1nnnc1N,-10,-4,-3,-4,6,-17,2,2,7,-0.1
Cc1ccc(C(C)C)c(OCC(=O)N/N=C/C2CCCCC2)c1,-1,3,-2,4,-2,-15,-3,4,7,-0.2
COc1ccc(OC)c(NC(=O)c2ccc(-n3cccn3)nc2)c1,3,5,-2,0,-4,6,0,-3,-4,0.2
Cc1nc([N+](=O)[O-])cn1CC(=O)Nc1ccc([N+](=O)[O-])cc1,9,-3,-1,-5,0,-6,0,-1,5,0.1
Cc1cc(C(=O)N/N=C2\CC(=O)c3ccccc32)c(C)n1-c1ccccc1,7,8,2,-8,11,20,-10,0,-3,0.6
CC(CC(=O)N1CCN(c2ccccc2F)CC1)c1ccccc1 (configuration not stated),-4,-1,2,1,-9,-3,4,-2,-2,0.2
CCOC(=O)C1(Cc2ccc(Cl)cc2)CCN(Cc2nccn2CC)CC1,11,8,-4,-5,5,-11,-3,4,8,0.4
CCc1nc(NCCCCCO)c2nnn(Cc3ccccc3F)c2n1,0,14,-2,10,-5,-7,4,1,-6,1.0
C=CCn1ccc(=NC=C(C#N)C#N)c2ccccc21,2,1,-3,-1,0,-2,-3,2,12,-0.6

# Compounds as they come; 4.6% or so of the library scored in one or more.
